Compound activity from PubChem BioAssay.
JMJD2A Tudor: JMJD2A Tudor domain (human) inhibition; O75164; AlphaScreen JMJD2A-Tudor / H3K4me3 peptide binding; Potency, µM (titrated, usually from 114 µM), without a hit: top-dose activity change, negative = inhibition, most hits filed as inhibitors; actives 4.4% (n = 390,000); AID 504339; further: potency means the concentration at half of the fitted maximal effect; on the % scale 0 is the no-effect control and ±100 the full control effect; nearly all actives have a fitted effect of over 50% in size
Pin1 inh: human Pin1 inhibition. actives 0.009% (n = 390,000). Potency, µM (highest dose often 115 µM), for inactives: at the top dose activity, negative = inhibition, most hits filed as inhibitors. Q13526. Pin1 FP peptide displacement, HiFluor488, 10 min. AID 504891; active means well fitted inhibition curve with a large enough effect in the polarisation, with a control signal flat, not every such curve was filed as active; inconclusive means small, poorly fitted or top-dose-only effect, or effect the other way, or a change in a side signal; inactive means no such curve, though single readings can be large or run the other way; the % refers to the polarisation; further: potency means the concentration at half of the fitted maximal effect; on the % scale 0 is the no-effect control and ±100 the full control effect
HP1b chromo inh: blocks HP1-beta chromodomain binding to methylated histone tails; P83916; AlphaScreen HP1-beta / biotin-H3K9me3 peptide binding; Potency, µM (top dose mostly 114 µM), for the others: at the highest dose activity change, negative = inhibition, actives largely listed as inhibitors; actives 0.56% (n = 390,000); AID 540317; further: potency means the concentration at half of the fitted maximal effect; nearly all actives have a fitted effect of over 70% in size; inactives centre near 23
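HP1-beta protein (50 nM final) preincubated 30 min at room temperature with biotinylated H3(1-18)K9me3 peptide (50 nM) in PBS pH 7.4, 0.01% Tween-20, then compound added for 30 min. AlphaScreen streptavidin donor/nickel chelate acceptor beads (10 ug/mL final), 30 min dark, luminescence read.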
G9a inh: inhibitors of human histone lysine methyltransferase G9a. G9a H3K9 monomethylation, AlphaScreen, 2 h. Potency, µM (top dose mostly 102 µM), without a hit: top-dose activity, negative = inhibition, usual class: inhibitors. actives 8.8% (n = 350,000); further: potency means the concentration at half of the fitted maximal effect; on the % scale 0 is the no-effect control and ±100 the full control effect; nearly all actives have a fitted effect of over 75% in size
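Using a bead-based AlphaScreen, monomethylated H3K9 product from 2 h room-temperature reactions (G9a 20 nM, peptide 500 nM, SAM 20 uM) was detected with 0.5 ug/mL rabbit anti-H3K9me1 antibody.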
BAZ2B inh: inhibitors of human BAZ2B bromodomain; AlphaScreen BAZ2B-H3K14Ac peptide displacement; AID 504333; actives 4.4% (n = 360,000); Potency, µM (doses to about 114 µM), inactives show at the top dose activity change, negative = inhibition, usual class: inhibitors; Q9UIF8; further: potency means the concentration at half of the fitted maximal effect; on the % scale 0 is the no-effect control and ±100 the full control effect; nearly all actives have a fitted effect of over 60% in size
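Multi-concentration screen (max 110 uM) measuring displacement of acetylated histone H3 peptide from BAZ2B by AlphaScreen, using 50 nM protein, 50 nM peptide and 10 ug/mL streptavidin donor plus Ni-chelate acceptor beads.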
GLS inhibitor: inhibitors of human glutaminase (GLS). actives 0.21% (n = 410,000). Potency, µM (series often up to 45.5 µM), inactives show at the top dose activity change, negative = inhibition, actives largely listed as inhibitors. GLS enzymatic activity, qHTS titration. AID 624170; further: potency means the concentration at half of the fitted maximal effect; on the % scale 0 is the no-effect control and ±100 the full control effect
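Two-point fluorescence kinetic (t0, 30 min RT) for hKGA; glutamate detected via glutamate oxidase–HRP–Amplex Red. Substrate: 1 mM L-glutamine solution; buffer 45 mM KH2PO4, pH 8.2.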
PGK inhibitor: blocks T. brucei phosphoglycerate kinase; P07378; PGK/GAPDH coupled, Kinase-Glo luminescence, 60 min; Potency, µM (doses to about 57.5 µM), for inactives: at the highest dose activity change, negative = inhibition, most hits filed as inhibitors; actives 0.043% (n = 380,000); AID 602233; further: potency means the concentration at half of the fitted maximal effect; on the % scale 0 is the no-effect control and ±100 the full control effect; nearly all actives have a fitted effect of over 60% in size
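Recombinant glycosomal PGK reaction used 1,3-bisphosphoglycerate generated in-well by GAPDH (100nM final) in 100mM TEA pH 7.6, 5mM MgCl2, 0.01% Tween-20. After 60 minutes at room temperature, ATP was read by Kinase-Glo Plus luminescence end-point.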
ERG Ets-DNA blk: blocks human ERG Ets domain binding to DNA; actives 0.028% (n = 370,000); fluorescence polarization, His-ERG Ets domain / labelled DNA; P11308; AID 624246; Potency, µM (highest dose often 76.9 µM), inactives show at the top dose FP activity, negative = inhibition, most hits filed as inhibitors; active means well fitted inhibition curve with a large enough effect in the polarisation, with a control signal flat; inconclusive means small, poorly fitted or top-dose-only effect, or effect the other way, or a change in a side signal; inactive means no such curve, though single readings can be large or run the other way; the % refers to the polarisation;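 further: polarization taken with two DNA probes labelled with fluorescein and Texas red; potency means the concentration at half of the fitted maximal effect; % of control where 0% means no effect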
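His-tagged ERG Ets domain (1 uM in the protein solution; 300mM KCl, 50mM Tris-HCl, 1mM EDTA, 1mM DTT, pH 7.5) received compound, then a probe mix of 5 nM fluorescein-DNA and 100nM Texas-615-DNA. Fluorescence polarization was read for both dyes.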
PI4K2A inh: blocks human PI4K2A kinase activity. Q9BTU6. purified PI4K2A, ADP-Glo luminescence, 1 h; active compounds read low. activity change, negative = inhibition, % at 76.9 µM. actives 0.13% (n = 420,000). AID 1346378; in the data active means activity change below about -50%; inconclusive means mostly about -30% to -49%;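 further: -100% = wells without enzyme as full effect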
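PI4K2A activity was measured by ADP-Glo luminescence: enzyme (4 ug/mL stock) and phosphatidylinositol (1.2 mM stock) in Tris pH 7.5/MgCl2/EGTA/Triton X-100 buffer were reacted with ATP (300 microM stock) for one hour at ambient temperature.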
The depositor's hits bear a star; i = inactive; ? = inconclusive; · = no result given; [ ] = remark or other dose. Unless noted, the call rests on the fitted dose curve; in most records, active means well fitted curve in the direction sought with a large enough effect; inconclusive means small, poorly fitted or top-dose-only effect, or another doubt; inactive means no such curve, though single readings can be large; an effect the other way counts as inactive or inconclusive.

SMILES	JMJD2A Tudor	Pin1 inh	HP1b chromo inh	G9a inh	BAZ2B inh	GLS inhibitor	PGK inhibitor	ERG Ets-DNA blk	PI4K2A inh
CNS(=O)(=O)c1ccc(N2CCCC2)c([N+](=O)[O-])c1	-12%	8%	10%[57 µM]	6%	·	-2%	-5%	-3%	2
O=C(O)C(=O)Nc1nc(-c2ccc3c(c2)OCCO3)cs1	-22%	0%	13%[57 µM]	32µM*	?	-11%	-6%	-4%	-11
COc1ccc(C(NC(=O)c2cccnc2)c2cc(Cl)c3cccnc3c2O)cc1OC (stereo unspecified)	-22%	?	57%[activator]	19%[0.501 µM]	?	2%	-1%	7%	-12
Cn1cccc1/C=N/NC(=O)c1cc2ccccc2cc1O	?	?	?	-8%	28µM*	-20%	0%	-2%	-3
O=C(CNC(=O)c1cccc(Cl)c1)Nc1ccc(F)c(F)c1F	-11%	-7%	20%	5%[2.33 µM]	-2%	4%	-1%	9%	-3
CCO[C@H]1OC(C(=O)NCc2ccccc2)=C[C@@H](C)[C@@H]1CCCO	-1%	2%	35%	22%[59 µM]	-5%	-9%	-1%	-11%	0
COc1ccc(OCCCC(=O)N(CCC2=CCCCC2)c2c(N)n(Cc3ccccc3)c(=O)[nH]c2=O)cc1	0%	4%	23%	-4%[0.501 µM]	-26%	-6%	i	-1%	-1
Cn1nnnc1SCC(=O)Nc1nn(-c2ccccc2)nc1C(N)=O	-7%	-7%	52%[activator]	28%	1%	-4%	-4%	2%	-4
CCOc1ccccc1NC(=O)c1csc(C)c1C	48%[activator]	1%	91%[activator]	35µM*	20%	-7%	-5%	15%	1
CCO[C@@H]1OC(C(=O)O)=C[C@H](C2CCCCC2)[C@H]1CCCO	-4%	10%	23%	9%[59 µM]	2%	-11%	-7%	-2%	-2
CCOC(=O)c1ccccc1NC(=O)COC(=O)Cc1ccccc1F	78%[activator]	5%	100%[activator]	93%[activator]	48%[activator]	1%	-7%	-2%	-2
Cc1cccc(-n2c(N)cc(=O)nc2SCC(=O)NC2CCCCC2)c1	-2%	-2%	44%[activator]	19%[59 µM]	-5%	8%	6%	9%	-5
CCOc1ccc(Nc2cc(C)nc3nc(C)nn23)cc1	-12%	6%	4%	89µM*	0%	13%	8%	-2%	-2
CCC(C(=O)OC)n1cnc2c(nnn2-c2ccccc2)c1=O (stereo unspecified)	4%	1%	11%	16%	9%	1%	0%	-10%	1
NC(=O)NC(=O)CC1S/C(=N/N=C/c2ccccc2)NC1=O (stereo unspecified)	-9%	0%	38%	-26%	-23%	9%	17%	4%	-6
O=C(CSc1ccccn1)N1CCN(S(=O)(=O)c2ccc(Cl)cc2)CC1	-14%	-12%	21%	?	11%	-2%	-8%	12%	-1
CC(C)(CO)CNC(=O)CCc1nnc(CCCc2ccccc2)o1	-4%	-3%	29%	-8%[0.501 µM]	0%	-2%	-7%	0%	2
COc1ccc(C)cc1NC(=O)C1CCN(S(=O)(=O)c2c(C)noc2C)CC1	-9%	0%	24%	16%	-12%	-3%	-2%	8%	-2
CCC(=O)N1c2ccccc2CC1C(=O)N1CCN(c2cccc(OC)c2)CC1 (stereo unspecified)	-19%	4%	-2%	13%[59 µM]	-5%	3%	-13%	1%	0
Cn1c2ccc(F)cc2c2ncn(CC3CCCO3)c(=O)c21 (stereo unspecified)	-27%	1%	17%	-6%	2%	-2%	i	5%	-8

Record cards, from the list above:
Profile of Cn1c2ccc(F)cc2c2ncn(CC3CCCO3)c(=O)c21 (stereo unspecified) = JMJD2A Tudor: -27%; Pin1 inh: 1%; HP1b chromo inh: 17%; G9a inh: -6%; BAZ2B inh: 2%; GLS inhibitor: -2%; PGK inhibitor: i; ERG Ets-DNA blk: 5%; PI4K2A inh: -8
Profile of CCC(C(=O)OC)n1cnc2c(nnn2-c2ccccc2)c1=O (stereo unspecified) = JMJD2A Tudor: 4%; Pin1 inh: 1%; HP1b chromo inh: 11%; G9a inh: 16%; BAZ2B inh: 9%; GLS inhibitor: 1%; PGK inhibitor: 0%; ERG Ets-DNA blk: -10%; PI4K2A inh: 1

Remaining list, next part
SMILES	JMJD2A Tudor	Pin1 inh	HP1b chromo inh	G9a inh	BAZ2B inh	GLS inhibitor	PGK inhibitor	ERG Ets-DNA blk	PI4K2A inh
C=CCn1c(C)c(C(C)=O)c(N2CCN(C(c3ccccc3)c3ccccc3)CC2)nc1=S	-22%[57.1 µM]	?	19%	-1%	-33%	-1%	5%	7%	0
O=C(Nc1cccc(S(=O)(=O)N2CCCCC2)c1)C1CC(=O)N(Cc2ccco2)C1 (stereo unspecified)	?	-15%	-19%	-12%	-28%	3%	-12%	-7%	2
COc1cc(NC(=O)CCC(=O)Nc2ccc3nc(N4CCOCC4)cc(C)c3c2)cc(OC)c1OC	0%	?	39%[activator]	20%	-14%	0%	0%	-13%	2
CCC(CC)C(=O)N1N=C(c2ccc(NS(C)(=O)=O)cc2)CC1c1ccccc1 (stereo unspecified)	-20%	9%	16%	-32%	-15%	9%	-8%	1%	-7
Cc1cc2ncn(/N=C/c3ccc4c(c3)OCO4)c2cc1C	-12%	5%	20%	-48%	?	0%	-1%	-2%	2
O=C(C[C@@H]1C/C=C\C[C@H](Cc2ccc(F)cc2)C(=O)OCCNC1=O)NCCO	-1%	6%	38%	·	·	-6%	6%	-6%	-1
CN(Cc1ccccc1)C(=O)c1ccc(NC(=O)C2CCCN(C(=O)OC(C)(C)C)C2)cc1 (stereo unspecified)	-22%	?	21%	·	·	0%	2%	-3%	-1
COc1ccc(CC(=O)NCC2CCCN(Cc3ccc(F)cc3F)C2)cc1 (stereo unspecified)	-6%	4%	25%	28%	6%	-1%	i	-1%	-3
Cc1ccc(C)c(-n2c(Cc3cc(=O)[nH]c(=O)[nH]3)nnc2SC(C)C)c1	-14%	-13%	92%[activator]	50µM*	7%	0%	i	9%	-2
CC(C)(C)[C@H]1C=C(C(=O)Nc2ccccc2)O[C@@H](OCCCCO)C1	-7%	-1%	32%	·	·	4%	-3%	1%	-3
CC(=O)N(C(C)=O)c1c(N2CCOCC2)c2ccccc2oc1=O	-14%	1%	10%	-8%[12.7 µM]	9%	4%	-8%	-12%	3
Cc1cc(=O)oc2cc(OCC(=O)NCCc3ccccc3)ccc12	1%	0%	15%	-1%	-18%	-2%	-1%	-3%	1
CC(c1nc2ccccc2o1)N1C(=O)c2ccccc2C1=O (stereo unspecified)	-7%	2%	31%[activator]	22%[59 µM]	-3%	2%	8%[11.5 µM]	·	-2
CCOC(=O)c1c(-c2ccccc2)csc1NC(=O)COc1ccc2c(C)cc(=O)oc2c1	-25%[57.1 µM]	-2%	?	-8%[59 µM]	10%	-6%	-1%	-3%	2
O=[N+]([O-])c1ccccc1OCCNCc1ccccc1	45µM*	-5%	?	7.9µM*	?	-7%	i	5%	3
CCOc1ccc(NC(=O)C(=O)NCCc2sc(-c3ccc(C)cc3)nc2C)cc1	3%	4%	26%[57 µM]	1%[59 µM]	1%	4%	-1%	0%	1
COc1ccc(C2=NN(C(=O)CCC(=O)O)C(c3ccc(OC)c(OC)c3)C2)cc1 (stereo unspecified)	3%	0%	21%	14%	-3%	-8%	1%	4%	0
COC(=O)CC1C(=O)NCCN1C(=O)c1cc([N+](=O)[O-])ccc1Cl (stereo unspecified)	-16%	-7%	20%	9%	?	1%	3%	-1%	3
CCC1Nc2ncnc(N3CCCCC3)c2N(Cc2ccccc2)C1=O (stereo unspecified)	-16%	-4%	65%[activator]	11%[2.33 µM]	-32%	-2%	0%	-2%	4
COc1cc(Nc2c3ccccc3nc3ccccc23)cc(OC)c1OC	?	-1%	?	-47%	?	11%	-8%	4%	1
Cc1ccc2c(c1)[C@@H]1CN(C)CC[C@@H]1N2S(=O)(=O)c1ccc([N+](=O)[O-])cc1	?	9%	-7%	?	?	9%	3%	-4%	7
CCOc1ccc(NC(=O)C(C)n2c(=O)cc(-c3ccccc3)c3c(C)nn(C)c32)cc1 (stereo unspecified)	-13%	-14%	15%	3%[59 µM]	-8%	-18%	-7%	-7%	-1
CCOC(=O)N1CCN(c2cc(=O)n(Cc3ccc(F)cc3)c(=O)[nH]2)CC1	-9%	2%	19%	-11%[59 µM]	0%	1%	·	-3%	4
O=C(O)CC1S/C(=N\N=C2CCCCCCC2)N(c2ccccc2)C1=O (stereo unspecified)	-9%[11.4 µM]	-16%	25%	-42%	?	10%	i	5%	3
COc1ccc(NC(=O)CCC(=O)Nc2nnc(C3CCCCC3)s2)c(OC)c1	-10%	0%	27%	71µM*	-11%	8%	6%	-24%	1
COc1ccc(C(=O)NC2CCN(C(=S)Nc3cc(C)ccc3C)CC2)cc1	3%	0%	14%	18%[59 µM]	5%	14%	-1%[11.5 µM]	·	0
CCn1c(Cc2c(C)[nH]c3ccccc23)nnc1SCC(=O)NCc1ccco1	24%[11.4 µM]	1%	-25%	-23%[59 µM]	-3%	2%	i	2%	-7
CC1CCN(Cc2c(C(=O)N/N=C/c3ccc(OC(C)C)cc3)nnn2-c2nonc2N)CC1	-36%	5%	-4%	15%	9%	4%	4%	5%	1
O=C(C1CCN(S(=O)(=O)c2ccc3c(c2)OCCO3)CC1)N1CCc2ccccc21	-17%	10%	3%	8%	-30%	1%	·	-8%	4
Cc1cc(C(=O)COC(=O)Cn2c(C(F)(F)F)nc3ccccc32)c(C)n1Cc1ccco1	-9%	1%	20%	?	-36%	0%	-8%	7%	3

Compounds were not picked by outcome. Share with any hit: about 11%.
